Mcl1-Bid inh – Mcl-1/Bid binding inhibitors, primary screen, biochemical, TR-FRET, 1536-well | TR-FRET Mcl-1/Bid-Dy647 peptide binding | Induced myeloid leukemia cell differentiation protein Mcl-1 (Homo sapiens), Q07820 | inhibition, % at 21.7 µM | 0.97% of 220,000 active | AID 1021, 2008;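 active = compounds that cut the binding signal by more than half at the single screening dose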;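 note: His-tagged Mcl-1 with europium anti-His antibody binding Bid BH3 peptide; 0% = Mcl-1 plus peptide wells and 100% = peptide-only wells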
Target sequence (Q07820 whole entry, looked up): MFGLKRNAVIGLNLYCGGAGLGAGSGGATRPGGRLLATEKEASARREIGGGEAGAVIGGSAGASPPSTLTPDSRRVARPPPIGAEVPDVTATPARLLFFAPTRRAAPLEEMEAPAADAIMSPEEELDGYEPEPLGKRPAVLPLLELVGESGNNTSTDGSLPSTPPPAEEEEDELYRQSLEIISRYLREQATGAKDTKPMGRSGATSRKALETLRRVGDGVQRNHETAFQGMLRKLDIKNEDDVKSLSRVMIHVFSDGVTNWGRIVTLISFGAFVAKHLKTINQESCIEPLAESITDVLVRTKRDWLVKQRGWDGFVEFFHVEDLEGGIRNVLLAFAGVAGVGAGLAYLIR
Mcl1 Noxa PPI – Mcl-1/Noxa binding inhibitors, primary screen, biochemical, TR-FRET, 1536-well | Induced myeloid leukemia cell differentiation protein Mcl-1 (Homo sapiens), Q07820 | TR-FRET Mcl-1/Noxa peptide binding, 2 h | inhibition, % at 21.7 µM | 1.5% of 220,000 active;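 active = compounds that cut the protein-peptide binding signal by more than 50% relative to plate controls in a single-dose test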;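 note: His-tagged Mcl-1 with rhodamine Noxa BH3 peptide and terbium anti-His antibody; 0% = Mcl-1 plus Noxa peptide wells and 100% = peptide-only wells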
RGS7-Gao reg – RGS7-Galphao binding modulators, primary screen, biochemical, multiplexed bead flow cytometry; actives lie on both sides; Guanine nucleotide-binding protein G(o) subunit alpha (Homo sapiens), P09471; binding response (% of control), % at 10 µM; AID 1439, 2008; 0.35% of 220,000 active; in the data active = binding response below about 49% or above about 150%; inconclusive = no clear call, values can overlap the other calls; inactive = in between;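 note: fluorescent Galphao held in activated GDP-AlF4 state binding bead-coupled RGS7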
Target sequence (P09471 whole entry, looked up): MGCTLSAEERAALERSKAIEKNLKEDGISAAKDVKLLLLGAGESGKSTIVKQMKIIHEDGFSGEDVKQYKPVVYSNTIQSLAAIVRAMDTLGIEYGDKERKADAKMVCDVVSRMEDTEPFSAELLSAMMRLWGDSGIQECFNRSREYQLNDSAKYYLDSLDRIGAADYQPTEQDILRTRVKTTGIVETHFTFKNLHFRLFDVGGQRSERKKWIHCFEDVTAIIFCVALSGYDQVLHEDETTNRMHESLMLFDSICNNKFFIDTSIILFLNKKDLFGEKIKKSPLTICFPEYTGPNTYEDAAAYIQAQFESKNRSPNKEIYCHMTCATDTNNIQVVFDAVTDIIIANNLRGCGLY
RGS4-Gao reg – modulators of RGS4 binding to Galphao, primary screen, biochemical, multiplexed bead flow cytometry | Guanine nucleotide-binding protein G(o) subunit alpha (Homo sapiens), P09471 | actives lie on both sides | binding response (% of control), % at 10 µM | 0.33% of 220,000 active | AID 1415, 2008; in the data active = binding response below about 49% or above about 150%; inactive = in between;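 note: fluorescent Galphao activated with aluminum fluoride binding bead-coupled RGS4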
ABCB1 block – ABCB1 efflux pump inhibitors, primary screen, cell-based, multiplex, flow cytometry, ABCG2 counter-screen; inhibition, % at 6.6 µM; 0.067% of 190,000 active; CCRF-Adr cells, JC-1 efflux; ATP-dependent translocase ABCB1 (Homo sapiens), P08183; AID 1326, 2008; in the data active = inhibition above about 40%;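 note: 0% = vehicle and 100% = reference inhibitor; higher value means more JC-1 retained so stronger ABCB1 efflux block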
Avidin fluor – green autofluorescence of compounds with avidin beads – biophysical, 488/530 nm, flow cytometry, artefact control, profiling panel. compound fluorescence 488/530 nm; hits give high values. 0.38% of 220,000 active. AID 1775, 2009. fluorescence (KMESF) at 10 µM; in the data active = fluorescence above about 47; note: inactives centre near 10
ABCG2 block – ABCG2 efflux pump inhibitors, primary screen, multiplex with ABCB1, IgMXP3 cells, flow cytometry; JC-1 efflux; Broad substrate specificity ATP-binding cassette transporter ABCG2 (Homo sapiens), Q9UNQ0; 0.1% of 190,000 active; inhibition, % at 6.6 µM; AID 1325, 2008;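 active = inhibition above 80%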;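 note: 0% = DMSO and 100% = nicardipine control wells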
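Test system: IgMXP3 (ABCG2) plus far-red-tagged CCRF-Adr (ABCB1) cells. Reagent: JC-1 dye as substrate. Timing: 10 min exposure at 25 °C with rotation, no wash. Measured by: flow cytometric JC-1 green MFI at 530 nm. Read-out: percent efflux inhibition, scaled nicardipine 100% to DMSO 0%. Control set: nicardipine and DMSO wells.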
Pf gamet viab – late stage P. falciparum gametocyte viability inhibitors, primary screen, ATP luminescence, HTS; P. falciparum stage V gametocytes, 24 h; inhibition, % at 10.9 µM; 0.065% of 150,000 active;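 active = inhibition above the mean plus 3 SD of compounds within the control limits, set per campaign, cut at about 38% in these data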;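 note: 0% = DMSO wells and 100% = medium only without gametocytes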
RGS8-Gao reg – RGS8-Galphao binding modulators, primary screen, biochemical, multiplexed bead flow cytometry; Guanine nucleotide-binding protein G(o) subunit alpha (Homo sapiens), P09471; actives lie on both sides; response (percent of control binding), % at 10 µM; 0.34% of 220,000 active; AID 1423, 2008; in the data active = response below about 60% or above about 140%; inactive = in between;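 note: Galphao activated as the GDP aluminium fluoride complex binding bead-coupled RGS8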
Mcl-1 Bim block – inhibitors of Bim peptide binding to Mcl-1, primary screen, biochemical, bead-based flow cytometry, multiplex; 0.1% of 190,000 active; Bim peptide-Mcl-1 binding; AID 1009, 2008; inhibition, % at 10 µM; in the data active = inhibition above about 40%;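 note: 0% = no compound tracer wells and 100% = peptide blocker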
GSH bead fluor – compound fluorescence on glutathione beads, profiling panel, artefact control, biophysical, 488/530 nm, flow cytometry. GSH beads flow cytometry, compound fluorescence 488/530 nm; hits give high values. fluorescence (KMESF) at 10 µM. 0.25% of 190,000 active; in the data active = fluorescence above about 89;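 note: glutathione beads carrying GST-tagged Bcl family fusion proteins plus one bare bead set; values are compound well signal with DMSO vehicle wells as background; inactives centre near 16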
* hit, by the source's call; ? = inconclusive; · = no result given. The order is random; any-hit rate near 3.3%.

Below each compound: Mcl1-Bid inh, Mcl1 Noxa PPI, RGS7-Gao reg, RGS4-Gao reg, ABCB1 block, Avidin fluor, ABCG2 block, Pf gamet viab, RGS8-Gao reg, Mcl-1 Bim block, GSH bead fluor
- COc1ccc(OC)c(CNC(=O)c2coc(=O)c3ccccc23)c1
 : -0.3, 6.1, ?, 101.2, -0.1, 11, -0.5, 1.0, 102.4, 3.0, 14
- O=C(c1ccncc1)c1ccc(NS(=O)(=O)c2ccc(Br)s2)cc1
 : -11.3, -3.4, 103.1, 101.0, 0.4, 8, 4.8, ·, 101.3, -2.0, 20
- Cc1cc2cc(CN(Cc3ccc4c(c3)OCO4)Cc3nnnn3C3CCCC3)c(=O)[nH]c2cc1C
 : 4.0, 7.6, 99.1, 95.7, 2.6, 12, 9.2, ·, 99.6, 1.0, 31
- Oc1ccc2ccccc2c1C=NCc1cn2ccsc2n1
 : -28.0, 16.7, 96.2, 94.2, -2.4, 9, 2.8, ·, 99.3, 3.0, 20
- N#C/C(=C\c1ccc[nH]1)C(=O)NCC1CCCO1 (centres undefined)
 : -27.0, 3.4, ?, 104.7, ·, 9, ·, -10.8, 103.4, ·, ·
- CNCCCOc1ccc2c(c1)CCC2
 : 19.7, 28.8, 109.4, 109.0, 0.3, 5, -0.3, 18.3, 113.2, -1.0, 8
- Cc1ccnc2nc(C(=O)OCCOc3ccc(F)cc3)nn12
 : -7.9, 6.4, 99.8, 100.5, 0.2, 15, 2.5, 1.7, 104.0, -2.0, 8
- CCCN(CC1CC1)C(=O)CSc1ncnc2sccc12
 : -22.8, 16.0, ?, 100.8, 1.1, 9, 5.0, -7.4, 97.0, -1.0, 14
- O=S(=O)(c1ccc(Br)c2nsnc12)N1CCOCC1
 : -9.2, 16.6, 99.2, 97.9, 3.2, 10, -4.7, 5.4, 104.3, -7.0, 23
- Cc1cc(C(=O)NNc2ccc(C)c(C)c2)no1
 : -11.5, 3.7, ?, 101.6, ·, 5, ·, 18.6, 104.0, ·, ·
- C/C(Cl)=C/CSc1nc2c(c(=O)[nH]c(=O)n2C)n1C(C)C
 : -1.2, -23.1, 99.1, 99.3, 0.2, 7, 1.9, ·, 103.0, 1.0, 14
- CN(c1ccc(C(=O)NCc2ccncc2)cc1)S(C)(=O)=O
 : 2.4, -7.0, 115.2, 119.6, 0.5, 35, 1.6, -1.6, 98.0, 0.0, 25
- Cc1cc(C(F)F)n2nc(C(=O)O)nc2n1
 : -24.8, 0.8, 105.7, 101.5, 0.3, 11, 4.4, ·, 100.5, 0.0, 13
- CC(C)(C)NC(=O)Cn1nnc(-c2ccccc2NC(=O)c2cnccn2)n1
 : 2.3, -1.9, 94.9, 97.3, 0.6, 9, 12.4, ·, 98.9, 0.0, 29
- COc1ccc2[nH]c(C)c(CCN(Cc3cccs3)C(=S)Nc3ccccc3)c2c1
 : -27.6, 8.0, 98.2, 100.8, -1.6, 7, -1.9, ·, 98.9, -1.0, 20
- COCCNC(=S)Nc1ccccn1
 : -52.8, -13.4, 101.3, 100.0, 0.2, 9, 0.1, -4.8, 103.0, 1.0, 17
- Cn1nnnc1SCCNCc1ccccc1OCc1ccc(Cl)cc1
 : -17.6, 14.1, 101.2, 98.5, 10.2, 4, 5.4, 7.5, 103.5, -3.0, 9
- O=C(CSCC(=O)Nc1ccc2ccccc2c1)NCc1ccccc1
 : 8.6, 2.6, 101.5, 106.6, 0.6, 13, 6.4, ·, 101.6, -2.0, 12
- COc1ccc(N(C)C(=O)Cc2c(C(=O)O)[nH]c3ccccc23)c(OC)c1
 : -10.6, 10.9, 123.3, 119.9, 0.1, 28, 0.4, -19.3, 116.9, 0.0, 14
- O=[N+]([O-])c1cc(S(=O)(=O)N2CCCC2)ccc1N/N=C/c1ccncc1
 : 9.8, -2.7, 104.5, 98.8, 1.4, 9, 2.6, ·, 99.7, 0.0, 22
- COc1ccccc1CC(=O)N1CCN(c2cccc(C(F)(F)F)c2)CC1
 : -8.2, -12.1, 105.9, 105.8, 0.2, 16, 1.6, ·, 104.4, -6.0, 24
- CSc1nc2cc(S(=O)(=O)N3CCOCC3)ccc2s1
 : 5.7, 7.9, 129.2, 129.1, -0.1, 15, -0.4, -7.6, 114.9, 0.0, 33
- O=C(c1cc(C2CC2)nc2ccc(Br)cc12)N1N=C(C(F)F)CC1(O)C(F)F (centres undefined)
 : 6.1, 5.7, 92.9, 95.4, 0.3, 3, 13.0, -19.7, 84.2, 4.0, 15
- O=C(NCC1CCCN(C(=O)c2cscn2)C1)c1ccccc1Cl (centres undefined)
 : -27.7, 10.4, 100.5, 98.7, 0.2, 14, 1.4, 13.9, 99.0, -5.0, 14
- COc1cc(NC(=O)C2CC(c3cccc(OC)c3OC)=NO2)cc(OC)c1OC (centres undefined)
 : -4.6, 4.8, 103.9, 105.4, 0.4, 11, 0.1, 6.4, 99.0, 0.0, 24
- COc1ccccc1CC(=O)N1CCCC(CCC(=O)NCc2ccccc2F)C1 (centres undefined)
 : -19.0, 6.4, ?, 107.6, ·, 8, ·, -11.7, 102.8, ·, ·
- CC1(C)Cc2nc3nc(SCC(=O)Nc4ccccc4)nc(N)c3cc2CO1
 : 0.8, 15.2, 103.8, 104.2, -0.1, 10, 6.0, 2.5, 103.4, 1.0, 9
- CCN(CC)c1ccc(CN(C(=O)c2cc(OC)c(OC)c(OC)c2)C2CCS(=O)(=O)C2)cc1 (centres undefined)
 : -35.5, 1.1, 114.5, 111.3, 1.1, 4, 4.4, ·, 113.5, -5.0, 13
- CC1CCCC(C)N1C(=O)COC(=O)C(Cc1ccccc1)NC(=O)c1cccs1 (centres undefined)
 : 3.5, 1.0, 102.5, 101.9, 0.5, 4, 2.1, -0.9, 103.0, 12.0, 9
- CC(C)Oc1ccc(CNCCC2(C(C)C)CCOC(C)(C)C2)cc1 (centres undefined)
 : -26.7, 1.4, 100.2, 104.7, -0.5, 18, -1.6, 0.7, 104.4, -4.0, 35

Whole records, quoted from the list. Order of values: Mcl1-Bid inh, Mcl1 Noxa PPI, RGS7-Gao reg, RGS4-Gao reg, ABCB1 block, Avidin fluor, ABCG2 block, Pf gamet viab, RGS8-Gao reg, Mcl-1 Bim block, GSH bead fluor
COCCNC(=S)Nc1ccccn1 reads -52.8, -13.4, 101.3, 100.0, 0.2, 9, 0.1, -4.8, 103.0, 1.0, 17
COc1ccccc1CC(=O)N1CCCC(CCC(=O)NCc2ccccc2F)C1 (centres undefined) reads -19.0, 6.4, ?, 107.6, ·, 8, ·, -11.7, 102.8, ·, ·

New compounds follow
Below each compound: Mcl1-Bid inh, Mcl1 Noxa PPI, RGS7-Gao reg, RGS4-Gao reg, ABCB1 block, Avidin fluor, ABCG2 block, Pf gamet viab, RGS8-Gao reg, Mcl-1 Bim block, GSH bead fluor
- COc1cccc(/C=N/NC(=O)CCc2n[nH]c(=O)[nH]c2=O)c1O
 : -141.6, -14.9, 90.6, 93.4, 0.7, 14, 9.6, -7.8, 96.1, -1.0, 16
- CCCCC(=O)N/N=C(C)/C=C/c1ccccc1F
 : -28.5, 4.3, 95.4, 99.1, 0.9, 5, 8.9, ·, 96.3, 0.0, 13
- CC(=O)Nc1sc(NC(=O)c2ccc([N+](=O)[O-])cc2)nc1-c1cccs1
 : -20.0, 5.4, ?, 96.9, ·, 11, ·, -18.7, 98.8, ·, ·
- CCN1CCN(C(=S)Nc2cc(C(=O)OC)ccc2C(=O)OC)CC1
 : -22.8, 1.3, 109.2, 102.7, 0.6, 5, 14.4, -1.4, 102.7, -5.0, 21
- CCOc1ccc(S(=O)(=O)NCc2ccc(Cl)cc2)c2cccnc12
 : 7.2, 30.3, 97.9, 104.0, 0.3, 7, 4.7, 20.2, 103.6, -1.0, 24
- CC1(C)CC(=O)C(C=Nc2ccccc2Sc2ccccc2)=C(O)C1
 : -4.3, 18.4, 95.8, 97.8, 2.1, 24, 5.8, ·, 91.6, 0.0, 23
- Cc1cccc(Cl)c1NC(=O)N1CCCN(c2nc3ccc(Cl)cc3s2)CC1
 : -2.1, 14.2, ?, 99.7, ·, 4, ·, 3.4, 98.5, ·, ·
- CCC(=O)N1CCN(c2nc3ccccc3s2)CC1
 : -29.3, -13.6, 107.2, 101.1, 0.5, 9, 2.2, 0.3, 100.8, -2.0, 8
- Clc1ccc(-c2nnc(CSc3nnc(-c4cccs4)o3)o2)cc1
 : -19.0, 7.9, 101.0, 100.2, 0.1, 9, 0.1, -7.5, 99.5, -1.0, 12
- O=C1CCN(S(=O)(=O)c2ccc(Br)cc2)CCN1
 : -2.2, 7.6, 99.0, 102.7, 0.2, 8, 7.2, 6.6, 101.7, 2.0, 13
- Cc1cc(C)nc(SCCC(=O)Nc2cccc3ccccc23)n1
 : -12.5, 8.8, 105.7, 104.1, 0.6, 16, 4.2, ·, 100.4, -1.0, 7
- CC1(C(=O)O)CCC(C(=O)Nc2ccccc2)C1(C)C (centres undefined)
 : 2.1, -2.3, 98.2, 99.3, 0.0, 8, -1.0, -4.3, 100.7, 1.0, 58
- CN1C(=S)SC(C)(NO)C1(C)C (centres undefined)
 : -38.8, 0.9, 100.4, 102.7, 0.5, 8, 2.2, ·, 100.3, 0.0, 49
- CN(C)c1ccc(C2/C(=C(/O)c3ccccc3)C(=O)C(=O)N2CCCC(=O)O)cc1 (centres undefined)
 : -122.0, 2.1, ?, 102.0, ·, 7, ·, -6.1, 104.0, ·, ·
- Cc1ccc(N(CC(O)Cn2c3ccccc3c3ccccc32)S(C)(=O)=O)c(C)c1 (centres undefined)
 : 8.2, -8.2, 106.1, 105.1, -1.1, 14, 12.2, -4.1, 102.9, -2.0, 38
